# CCR6 antag: CCR6 receptor antagonists, primary screen, cell-based, CHO-K1, luminescence, beta-arrestin, uHTS; 0.49% of 340,000 active; inhibition, % at 20 µM; AID 493098, 2011; CHO-K1 CCR6 PathHunter beta-arrestin, CCL20-stimulated; C-C chemokine receptor type 6 (Homo sapiens), P51684;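 active = compounds whose inhibition of the agonist-driven luminescence signal at 20 µM reaches about 50%, limit read from the data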;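 also: cells stimulated with CCL20 at 14 nM final; plate controls were DMSO with CCL20 for no effect and DMSO without agonist for full effect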
# 697 NFkB inh: inhibitors of PMA/ionomycin-induced NF-kB reporter, 697 cells, primary screen, B-cell NF-kB inhibitor project, cell-based, luminescence, uHTS; 697 B-cell NF-kB luciferase reporter, 16 h; inhibition, % at 4 µM; 0.33% of 330,000 active; in the data active = inhibition above about 35%
# EBI2 block: EBI2 receptor antagonists, beta-arrestin recruitment, primary screen, cell-based, luminescence, 7a,25-OHC stimulation, uHTS; 0.81% of 360,000 active; 7a,25-OHC stimulated; G-protein coupled receptor 183 (Homo sapiens), P32249; inhibition, % at 5 µM; AID 651636, 2012; in the data active = inhibition above about 38%;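 also: enzyme fragment complementation signal reports receptor beta-arrestin coupling in cells; 0% = agonist plus DMSO wells and 100% = wells without agonist; some results beyond the cut were filed as inactive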
# Target sequence (P32249 whole entry, looked up, the tested form may be a part): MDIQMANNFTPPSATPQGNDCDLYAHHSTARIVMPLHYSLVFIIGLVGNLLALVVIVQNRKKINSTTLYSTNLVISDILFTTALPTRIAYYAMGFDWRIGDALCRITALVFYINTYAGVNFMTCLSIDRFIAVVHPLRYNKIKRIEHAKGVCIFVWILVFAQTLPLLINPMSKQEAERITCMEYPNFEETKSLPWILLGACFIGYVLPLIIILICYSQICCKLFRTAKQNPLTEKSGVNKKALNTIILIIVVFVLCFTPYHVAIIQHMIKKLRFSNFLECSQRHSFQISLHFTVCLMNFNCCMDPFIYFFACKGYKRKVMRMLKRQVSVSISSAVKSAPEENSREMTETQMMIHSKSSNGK
# Gli-Sufu antag: Gli-Sufu pathway antagonists, primary screen, luciferase luminescence, Sufu-KO-LIGHT cells, uHTS. Sufu-KO-LIGHT fibroblasts, Gli luciferase reporter luminescence. inhibition, % at 5 µM. 0.74% of 340,000 active. AID 588413, 2011;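 active = inhibition above about 55%, limit read from the data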;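 also: 0% = DMSO-treated cells and 100% = wells with medium but no cells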
# UBC13 inh: UBC13 polyubiquitin chain formation inhibitors, primary screen, biochemical, TR-FRET, uHTS. Ubiquitin-conjugating enzyme E2 N (Homo sapiens), P61088. 0.47% of 330,000 active. AID 485273, 2010. inhibition, % at 20 µM; in the data active = inhibition above about 45%, passing the limit was not always enough
# Target sequence (P61088 whole entry, looked up): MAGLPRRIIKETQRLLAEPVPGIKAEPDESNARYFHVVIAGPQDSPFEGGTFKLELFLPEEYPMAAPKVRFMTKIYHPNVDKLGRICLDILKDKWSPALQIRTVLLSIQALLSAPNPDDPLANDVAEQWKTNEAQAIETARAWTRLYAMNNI
# Apaf1 inhib: inhibitors of human Apaf-1 apoptosome, primary screen, biochemical, DEVD-Rh110 fluorescence, uHTS | Apoptotic protease-activating factor 1 (Homo sapiens), O14727 | reconstituted apoptosome caspase-3 activity | inhibition, % at 20 µM | 0.71% of 330,000 active; active = inhibition of at least 40% at 20 µM;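 also: plate controls were DMSO wells for no effect and DEVD-CHO caspase inhibitor wells for full effect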
#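 Material: biochemical Apaf-1 apoptosome reconstitution. Medium: Hepes buffer, pH 7.5. Also added: cytochrome c activation, bis-DEVD rhodamine 110 substrate. Timing: 30 min compound preincubation, 50 min activation, room temperature. Measured by: rhodamine 110 fluorescence at Ex 480/Em 540 nm.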
# SENP8 block: SENP8 protease inhibitors, primary screen, biochemical, luminescence | Sentrin-specific protease 8 (Homo sapiens), Q96LD8 | purified SENP8, Z-RLRGG-aminoluciferin cleavage | inhibition, % at 10 µM | 1.2% of 330,000 active | AID 2540, 2010
# Target sequence (Q96LD8 whole entry, looked up): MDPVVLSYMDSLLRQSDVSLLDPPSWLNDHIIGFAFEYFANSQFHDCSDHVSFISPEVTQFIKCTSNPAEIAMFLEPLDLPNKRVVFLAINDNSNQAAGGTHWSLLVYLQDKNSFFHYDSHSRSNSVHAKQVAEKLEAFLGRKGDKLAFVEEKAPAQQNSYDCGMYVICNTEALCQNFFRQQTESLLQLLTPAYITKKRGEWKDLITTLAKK
# Jurkat NFkB inh: inhibitors of induced NF-kB luciferase reporter, primary screen, TCR NF-kB activation inhibitor project, cell-based, luminescence, uHTS; Jurkat, PMA/ionomycin-induced NF-kB luciferase reporter; inhibition, % at 4 µM; 0.53% of 330,000 active; AID 435003, 2010
# Numbers without * were called inactive; . = not tested or not shown. Rule as the data show it, unless noted: active = inhibition above about 50%; inactive = the rest. Some of the compounds tested (hit frequency here may not be typical).
compound	Jurkat NFkB inh	697 NFkB inh	CCR6 antag	Apaf1 inhib	UBC13 inh	SENP8 block	Gli-Sufu antag	EBI2 block
COc1cccc(C(=O)Oc2ccc(/C=N/Nc3ccc(C(=O)O)cc3)cc2OC)c1	-50	-126	9	0	-19	31	-33	-7
C[C@@H]1C(c2ccc(F)cc2)=NN(c2ccc(Br)cc2)[C@H]1C(=O)N1CCOC1=O	.	12	9	17	.	.	10	1
O=C(Cn1c(C(F)(F)F)nc2ccccc21)OCC(=O)c1c[nH]c2ccccc12	2	-5	13	-1	-5	0	-2	2
CCCCC1=CC2=C(c3ccco3)C(=O)C(C)(OC(=O)c3ccc(OC)cc3)C(=O)C2=CN1CCOC (stereo not given)	16	12	12	9	6	-2	-2	-9
COc1cc(CNCc2cccnc2)ccc1OCc1ccccc1	-13	-1	8	5	-5	-4	-8	-6
CCCC(=O)C1C(=O)CC(C)(C)C(c2cc(C)no2)C1=O (stereo not given)	6	-11	-10	8	-5	-4	0	-1
CCC(C)NC(=O)CNC(=S)N(CCCN1CCOCC1)Cc1cccs1 (stereo not given)	1	-32	4	-6	-3	6	2	-9
Cc1cccc(/C=N/NC(=O)C[n+]2ccccc2)c1	4	22	7	-8	3	9	-2	-6
O=C(O)/C(=C\c1ccc(-c2ccccc2[N+](=O)[O-])o1)c1ccccc1	-14	-5	10	0	-46	48	-4	-13
O=C(NCCC(NS(=O)(=O)OCC(Cl)(Cl)Cl)c1ccccc1)C(F)(F)F (stereo not given)	-15	-31	-2	2	-4	-6	0	1
CCN(CCn1cccn1)C(=O)CC1C(=O)NCCN1Cc1ccc(F)c(F)c1 (stereo not given)	2	-4	8	-1	-21	-2	2	2
Cc1ccccc1NC(=O)c1nn(C)c(C(=O)Nc2ccccc2C)c1[N+](=O)[O-]	0	12	16	0	3	3	.	-18
CCOc1ccc(CCNC(=O)c2nn(C)c3c2CS(=O)(=O)c2ccccc2-3)cc1	3	-7	25	9	5	-10	19	12
CC1(NC(=O)CCNC(=O)c2ccc(C(C)(C)C)cc2)CCS(=O)(=O)C1 (stereo not given)	4	10	4	-11	5	4	-5	-11
CCCCc1ccc(NC(=O)Nc2cc(C)nn2C)cc1	9	13	11	2	7	-13	-10	-5
Cc1nc(C)c(C(=O)N/N=C/c2cn(C)c3ccccc23)s1	13	23	6	7	26	0	-17	-3
C=CCN(c1ccc(Cl)cc1)S(=O)(=O)c1cccc(C(=O)OCC(=O)N(C)C)c1	-1	19	5	1	-9	-5	-2	4
CCCCC(=O)NC(=S)Nc1cccc(NC(=O)CC)c1	-1	-1	-28	-8	11	-4	-2	-6
CCCOc1cccc(-c2cc(C(=O)N/N=C/c3ccccn3)c3ccccc3n2)c1	22	-21	70*	31	-34	4	36	48*
O=c1cc(-c2ccccc2)oc2ccccc12	-56	-36	9	-1	-1	5	-40	3
Cc1cccc(C(=O)OCC(=O)Nc2c(C)nn(-c3ccccc3)c2C)c1O	9	22	3	0	-4	-5	-10	-14
CCOC(=O)C1CCN(c2ccc(Cl)nn2)CC1	6	23	-3	-10	-2	-1	-15	18
Cc1ccc(CNC(=O)CN(c2ccc(C(C)C)cc2)S(=O)(=O)c2c(C)noc2C)cc1	11	-11	-12	12	-3	-9	-4	30
COC(=O)[C@@]12CCCCN1[C@H](c1ccc(-c3ccc4c(c3)OCO4)c(OC)c1)[C@@H]1C(=O)N(C)C(=O)[C@@H]12	-13	-14	5	10	6	5	2	6
O=C(CCCc1ccccc1)Nc1cccnc1	-26	-1	3	-2	-3	-4	1	-1
O=C(NNc1ncnc2c1cnn2-c1ccc(F)cc1)c1ccco1	6	7	7	-3	5	-2	-8	-3
Brc1ccc(/C=N/Nc2ccccn2)cc1	-60	-56	-3	5	1	33	-55	0
Cc1ccc(C)c(N(CC(=O)N/N=C/c2ccc(-c3ccc([N+](=O)[O-])cc3)o2)S(=O)(=O)c2ccccc2)c1	9	2	2	11	-26	3	-11	9
COc1ccc([N+](=O)[O-])cc1N(CC(=O)Nc1ccccc1C(=O)N1CCCC1)S(C)(=O)=O	-24	1	23	-3	-3	-5	3	-2
C=CCn1cnc2c(c1=O)c1nc3ccccc3nc1n2-c1ccc(C)cc1	12	18	.	15	14	3	.	.

# (continued)
compound	Jurkat NFkB inh	697 NFkB inh	CCR6 antag	Apaf1 inhib	UBC13 inh	SENP8 block	Gli-Sufu antag	EBI2 block
COc1ccccc1NC(=O)NCc1nc(-c2ccc(C(F)(F)F)cc2)no1	10	-4	11	9	6	3	10	-6
CC(=O)CSc1nc2ccc(Nc3nc(N4CCOCC4)nc(N4CCOCC4)n3)cc2s1	-19	-38	-1	17	-8	-3	-3	44*
O=C(c1ccc([N+](=O)[O-])cc1)N(c1ccccn1)c1ccccn1	17	14	-15	-4	18	-6	-15	-9
CC(NC(=O)CN1CCC(C(N)=O)CC1)c1ccccc1 (stereo not given)	-6	14	-6	-1	-3	-11	4	11
COc1ccc(CCN2C(=S)N(C)C(=O)C2CC(=O)Nc2ccc(F)cc2)cc1 (stereo not given)	-13	-3	-8	9	6	-4	-11	-4
COc1cc(Cl)cc(CN2CCC(CCC(=O)NC3CC3)CC2)c1OC	-2	-5	15	1	1	-4	12	2
CCN(CC)C(=O)CSc1nnc(-c2ccccc2)c(-c2ccccc2)n1	4	-15	12	8	-2	-1	12	-3
O=C(C1CCCN(S(=O)(=O)c2ccccc2)C1)N1CCN(c2ccc(F)cc2)CC1 (stereo not given)	5	-14	-11	20	-11	-4	12	0
CCN(CC(=O)Nc1c(F)cccc1F)C(=O)C(C)SCc1nc2sc(C)c(C)c2c(=O)[nH]1 (stereo not given)	15	1	1	28	39	-3	5	-4
Cc1ccsc1/C=N/N1CCN(Cc2ccccc2)CC1	-10	-16	7	2	2	-1	-16	-9
CCc1nc(SCC(=O)N2CCCc3ccccc32)c2oc3ccccc3c2n1	17	-10	6	8	6	2	6	16
COc1ccc(C(=O)N2CCN(CCNC(=O)C(=O)Nc3ccc(F)cc3)CC2)cc1OC	14	10	10	-1	1	2	6	-7
O=C(NC(=S)NNC(=O)c1ccccc1F)c1cccnc1	-15	7	8	-22	-3	1	-4	-1
C[C@H](CO)N1C[C@H](C)[C@@H](CN(C)S(=O)(=O)c2cn(C)cn2)Oc2c(NS(=O)(=O)c3cn(C)cn3)cccc2C1=O	0	7	-1	-11	-6	-5	-15	-7
O=C(Cc1cccc2ccccc12)N1CC[C@@]2(O)CCCC[C@H]2C1	6	18	0	-7	6	2	4	5
O=C(Nc1ccc(N2CCOCC2)cc1)c1cc2c(s1)CCCC2	-26	-26	16	5	2	-10	-28	-5
CCn1c(CN2CCCCC2)nc2cc(S(=O)(=O)N3CCCCC3)ccc21	7	-17	22	-1	0	-1	-4	-17
CC(C)(C)C(=O)Nc1ncccc1C(O)c1cccc(C(F)(F)F)c1 (stereo not given)	2	22	-7	-11	6	6	-3	-13
O=C(O)c1ccc(S(=O)(=O)N2CCN(c3ccccn3)CC2)cc1	5	7	5	-18	5	-3	1	-1
O=C(Nc1ccc(Cl)cc1)Nc1nc(-c2sccc2Br)cs1	-10	-4	7	-16	4	-4	2	30
Cc1ccc(-c2nsc(SCC(=O)Nc3ccc4c(c3)OCO4)n2)cc1	-43	10	12	-2	11	-15	3	-8
Cc1nn(C)cc1CNC(=O)C1(C)CC1(Cl)Cl (stereo not given)	14	21	-14	-2	-5	-1	-2	-11
O=S(=O)(c1cccc(Cl)c1)N1CN(CC2CCCO2)c2nc3ccccc3nc21 (stereo not given)	-7	-41	21	12	-12	-10	11	2
O=C(CSC1=NCCS1)N1CCN(c2ccc(Cl)cc2)CC1	23	-21	2	9	4	-2	7	-9
O=S(=O)(c1ccc(OCC(O)CN2CCCCC2)cc1)N1CCOCC1 (stereo not given)	1	1	-4	-6	1	1	3	-4
O=C(c1ccc2ccccc2c1)C1CCCN(S(=O)(=O)c2cccnc2)C1 (stereo not given)	4	-3	16	3	2	2	2	0
Cc1ccc(S(=O)(=O)N(CC(=O)N2CCCCC2)c2cccc(C)c2)cc1	-6	20	7	-18	4	-2	1	-3
CCOC(=O)CSc1nnc(C)c(=O)[nH]1	-14	-4	-2	1	-10	-8	-8	-1
Cc1cc(C)cc(-n2c(C)cc(/C=N/NC(=O)CSc3ncccn3)c2C)c1	13	2	3	20	-9	-7	2	7
COc1ccc(Cc2nnc(Nc3ccccc3)s2)cc1Br	-6	8	4	19	11	1	-3	35*

# Later entries.
compound	Jurkat NFkB inh	697 NFkB inh	CCR6 antag	Apaf1 inhib	UBC13 inh	SENP8 block	Gli-Sufu antag	EBI2 block
CCN1CCN(c2ccc(S(=O)(=O)N3CCCCC3)cc2NC(=O)c2cccc(Cl)c2)CC1	4	-8	15	31	12	2	32	-4
O=C(OCC(=O)N(CCc1ccccc1)Cc1ccccc1)c1ccccc1O	12	5	17	20	7	-6	-19	9
Cn1cccc1/C=N/NC(=O)c1ccc[n+]([O-])c1	-1	14	7	0	-13	-11	2	-2
Cc1ccc(SCC(=O)Nc2ccc(N3CCN(c4ccccc4)CC3)c(F)c2)cc1	9	13	-2	0	6	2	3	-21
Cn1ccc(NC(=O)Nc2ccc(Cl)cc2Cl)n1	-34	-40	-5	-5	7	-11	-66	0
COc1ccc(NS(=O)(=O)c2cccc(C(=O)O)c2)cc1S(=O)(=O)N1CCOCC1	11	8	-4	-3	0	6	6	-4
Clc1ccccc1CSc1nnc(-c2ccco2)c(-c2ccco2)n1	-3	-3	37	50*	15	11	7	1
Cc1cccc(-c2nc(CN3CCN(C(=O)C4CCCO4)CC3)cs2)c1 (stereo not given)	-4	-47	-3	5	-3	5	-3	-8
O=C(NCc1ccccc1)NC(=O)c1ccc(Cl)cc1	1	2	-8	-8	6	-2	.	-17
Cc1cccc(CSC2=NCCN2S(=O)(=O)c2ccc(F)cc2)c1	-2	-12	17	9	0	-8	3	5
CCC(=O)Nc1nnc(CSCc2ccc(F)cc2)s1	-3	-16	16	1	5	13	12	4
CCCCCCCCCCCCN1[C@@H](CC(C)=O)c2cc(C(F)(F)F)ccc2S1(=O)=O	1	-20	11	21	-10	5	9	0
O=C(NCCCN1CCOCC1)c1cc(-c2ccc(F)cc2)no1	-23	-11	6	8	-9	5	-6	2
COC(=O)c1ccc(NC(=O)Nc2ccccc2C)cc1	-28	0	2	13	3	83*	-34	-2
COc1ccc(-c2nc3ccccc3[nH]2)cc1	-59	-157	-1	-27	6	95*	-97	-6
COC(=O)c1ccc(NC(=O)CO/N=C2\CCCc3nonc32)cc1	2	1	-9	2	-9	-10	5	-6
CCc1ccc(CN(C)C(=O)c2cc(COc3cccc4cnccc34)on2)cc1	43	-13	18	26	6	-4	65*	-4
Cc1nn2c(NCCCN(C)C)c3c(nc2c1-c1ccccc1)CCCC3	31	-11	14	-5	22	-4	16	-2
COc1ccc(CCN(C)CCN2C(=O)c3ccccc3C2=O)cc1OC	26	20	-14	-18	6	-8	-2	-10
CCOc1cc(/C=N/NC(=O)c2c(-c3ccccc3)noc2C)ccc1O	4	13	8	-8	3	6	-1	11

# Among those listed so far, these have a tert-butyl group.
compound	Jurkat NFkB inh	697 NFkB inh	CCR6 antag	Apaf1 inhib	UBC13 inh	SENP8 block	Gli-Sufu antag	EBI2 block
CC1(NC(=O)CCNC(=O)c2ccc(C(C)(C)C)cc2)CCS(=O)(=O)C1 (stereo not given)	4	10	4	-11	5	4	-5	-11
CC(C)(C)C(=O)Nc1ncccc1C(O)c1cccc(C(F)(F)F)c1 (stereo not given)	2	22	-7	-11	6	6	-3	-13

# Bioassay records as filed in PubChem BioAssay.
